tim23-1 inh – tim23-1 yeast growth inhibition | 330,000 compounds, 1.3% hits | S. cerevisiae tim23-1 growth, BacTiter-Glo luminescence, 24 h | inhibition, % at 20 µM;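 active means growth inhibition of the mutant yeast at or above 50%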;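 further: temperature-sensitive mutant grown at 25 °C; plate controls were DMSO-treated mutant yeast for no effect and medium wells lacking yeast for full effect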
APJ agonist – agonists of human APJ apelin receptor | activation, % at 20 µM | 330,000 compounds, 0.11% hits | P35414 | CHO-K1 APJ PathHunter beta-arrestin, luminescence; 0% DMSO wells, 100% apelin;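 active means activation more than six SD over the plate average, tested at 20 µM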;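 further: 0% = DMSO alone and 100% = apelin-13 at 10 nM; some results filed as inactive read as strong as hits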
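Assay system: CHO-K1 APJ beta-arrestin complementation cell line / Compound: single test compound dose, 20 µM final, 1% DMSO / Times: overnight seeding, 90 min compound at 25 °C, 1 h detection / Technique: beta-gal luminescence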
XBP1 UPR activ – adaptive UPR (XBP1) activation | CHO-XBP1 luciferase reporter, IRE1-XBP1 UPR activation, luminescence; percent of tunicamycin response, DMSO as zero | activation, % at 20 µM | 330,000 compounds, 0.33% hits | AID 463104;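 active means versus positive control, 20 µM dose yields 30% or more activation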;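 further: 100% = tunicamycin at 10 µg/mL and 0% = DMSO only wells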
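Material – CHO cell line with stable XBP1 luciferase reporter · Buffer or medium – F12 plus 10% FBS · Compound – single point, 20 µM final compound, 1% DMSO · Schedule – 16-18 h cell attachment at 37 °C, then 6 h compound exposure · Signal – Steady-Glo luminescence read · Benchmarks – high control tunicamycin 10 µg/mL final, low control DMSO vehicle only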
Mdm2-MdmX inh – human Mdm2/MdmX binding inhibition | O15151+Q00987 | SaOS-2 split-luciferase Mdm2/MdmX complementation, luminescence | inhibition, % at 8 µM | 330,000 compounds, 3% hits;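 active means inhibition of at least 50% at 8 µM in the primary screen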
Target sequence (O15151 whole entry, looked up): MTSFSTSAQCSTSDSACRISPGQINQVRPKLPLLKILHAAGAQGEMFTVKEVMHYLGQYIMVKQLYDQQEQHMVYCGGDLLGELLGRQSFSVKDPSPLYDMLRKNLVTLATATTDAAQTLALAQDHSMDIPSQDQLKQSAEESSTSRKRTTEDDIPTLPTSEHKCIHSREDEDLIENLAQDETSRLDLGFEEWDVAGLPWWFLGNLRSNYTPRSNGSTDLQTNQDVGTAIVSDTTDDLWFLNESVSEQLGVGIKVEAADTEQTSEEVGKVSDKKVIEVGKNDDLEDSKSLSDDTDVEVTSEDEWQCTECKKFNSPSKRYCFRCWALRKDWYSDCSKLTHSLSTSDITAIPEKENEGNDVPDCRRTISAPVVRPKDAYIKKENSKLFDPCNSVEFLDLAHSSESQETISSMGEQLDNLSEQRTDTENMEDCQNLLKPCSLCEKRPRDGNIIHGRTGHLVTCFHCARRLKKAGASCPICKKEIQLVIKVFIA
Target sequence (Q00987 whole entry, looked up): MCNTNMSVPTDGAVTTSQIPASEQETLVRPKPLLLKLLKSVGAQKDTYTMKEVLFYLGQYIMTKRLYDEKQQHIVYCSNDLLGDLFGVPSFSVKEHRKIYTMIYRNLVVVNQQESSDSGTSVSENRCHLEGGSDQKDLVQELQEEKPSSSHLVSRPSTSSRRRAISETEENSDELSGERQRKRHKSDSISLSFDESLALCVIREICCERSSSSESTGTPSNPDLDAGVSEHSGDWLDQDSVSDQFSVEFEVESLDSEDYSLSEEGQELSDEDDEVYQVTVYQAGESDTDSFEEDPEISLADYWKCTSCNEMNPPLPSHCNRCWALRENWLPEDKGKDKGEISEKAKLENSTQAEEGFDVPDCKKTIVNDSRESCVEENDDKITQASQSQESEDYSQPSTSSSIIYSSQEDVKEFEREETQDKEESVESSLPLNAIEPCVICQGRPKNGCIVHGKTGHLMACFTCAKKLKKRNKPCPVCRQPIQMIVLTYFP
NALP3 yeast inh – NALP3 inhibition in yeast; Yeast reconstituted NLRP3/ASC/caspase-1, beta-gal luminescence, 24 h; inhibition, % at 10 µM; 330,000 compounds, 0.39% hits;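 active means inhibition of 50% or more; inactive means inhibition below 50%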;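 further: plate controls were induced DMSO wells for no effect and uninduced yeast grown without galactose for full effect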
CHOP UPR activ – activators of apoptotic arm of unfolded protein response (CHOP) | 330,000 compounds, 0.34% hits | CHO-CHOP luciferase reporter, UPR activation, luminescence; percent of tunicamycin response over DMSO baseline | AID 449763 | activation, % at 10 µM;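 active means at 10 µM dose, activation of 40% or more, normalized to positive control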;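 further: 100% = tunicamycin at 10 µg/mL and 0% = DMSO alone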
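Assay system: CHO-CHOP cells, stable luciferase reporter of PERK-eIF2a-CHOP signalling / Buffer or medium: F12 plus 10% serum / Compound dosing: one dose, 10 µM in 0.5% DMSO / Times: 6 h compound treatment, 37 °C / Technique: luciferase luminescence / Read-out: % reporter activation, DMSO baseline versus tunicamycin full activation / Benchmarks: tunicamycin and DMSO controls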
NR3A LBD binder – modulates the human NR3A ligand-binding domain. NR3A LBD differential scanning fluorimetry, Tm shift; 0% = protein alone, 100% = glycine-bound protein. Tm shift relative to glycine control, % at 25 µM. 340,000 compounds, 2.5% hits. AID 1259313;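 active means melting temperature shift of at least 10% of the positive control shift, at one fixed dose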
tim10-1 inh – tim10-1 yeast growth inhibition | S. cerevisiae tim10-1 ts strain growth, BacTiter-Glo, 24 h | inhibition, % at 20 µM | 330,000 compounds, 2.2% hits | AID 463190;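 active means inhibition of at least 40%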;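 further: mutant grown at 25 °C; 0% = DMSO wells with yeast and 100% = wells holding no yeast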
TIM10 inh – inhibits growth of TIM10 yeast strain; AID 463195; 330,000 compounds, 1.4% hits; S. cerevisiae TIM10 strain growth, BacTiter-Glo luminescence, 24 h; inhibition, % at 10 µM;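 active means inhibition of 40% or more at the single tested concentration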;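 further: wild-type TIM10 isogenic control strain grown at permissive 25 °C; 0% = DMSO yeast wells and 100% = minimal medium wells without yeast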
Active calls of the source: *.

SMILES | tim23-1 inh | APJ agonist | XBP1 UPR activ | Mdm2-MdmX inh | NALP3 yeast inh | CHOP UPR activ | NR3A LBD binder | tim10-1 inh | TIM10 inh
COc1cc(NC(=S)NC(=O)CCc2ccccc2)cc(OC)c1 | 51* | 21 | -2 | 8 | 20 | -1.2 | -6 | 25 | 39
CCOC(=O)c1c(NC(=O)CN2CCN(C(=O)c3ccco3)CC2)sc(C)c1C | 31 | 2 | -5 | 21 | 45 | 0.9 | 1 | 16 | 11
Cn1nccc1C(=O)N1CCCC(C(=O)c2ccc(C(F)(F)F)cc2)C1 (stereo not drawn) | 14 | 0 | -5 | 1 | 6 | 1.0 | -6 | -8 | 5
c1ccc2cc(-c3csnn3)ccc2c1 | 17 | -1 | 2 | 21 | 3 | 4.5 | -10 | 1 | -4
CCOc1cc(C(=O)NC(CC(=O)O)c2ccc(OC3CCCC3)cc2)cc(OCC)c1OCC (stereo not drawn) | 10 | 2 | -5 | -9 | 7 | 0.7 | -1 | 19 | 7
CCCc1c(C)nc2c(OC)cccc2c1SCC(=O)O | 12 | -2 | 0 | 12 | 5 | 3.0 | 1 | 4 | -11
COc1ccccc1C(=O)Nn1cnnc1 | 6 | -2 | -2 | -13 | 13 | 0.4 | -1 | 3 | 11
c1ccc(-c2nnc3sc(CN4CCC5(CC4)OCCO5)cn23)cc1 | 7 | -2 | 0 | 9 | -3 | 1.2 | -1 | 9 | 5
O=C(O)c1cc2c(s1)-c1ccccc1CC2 | 15 | -1 | -3 | 15 | -9 | 0.7 | -3 | 12 | 2
CCCC(=O)Nc1ccc2c(c1)nc(CN1CCCC1)n2C | 15 | -1 | -3 | 12 | 11 | -1.2 | 0 | 3 | 4
COc1ccc(Nc2nc3c(C)cccc3cc2C#N)cc1 | 16 | 1 | -1 | -5 | 26 | -0.9 | 0 | 26 | -4
CCOc1cc(CN2CCN(C(=O)CC(C)C)CC2)ccc1OC | 11 | -5 | 0 | 8 | 8 | -1.7 | -10 | -2 | 10
Cc1ccc(S(=O)(=O)N[C@@H](C)C(=O)N2CCC(C(=O)N3CCC[C@H]3C(=O)O)CC2)cc1 | 15 | -2 | 0 | 0 | 8 | -3.3 | 1 | 17 | 12
O=C(CN1CCCc2ccccc21)Nc1ccc(F)cc1[N+](=O)[O-] | -6 | -1 | -3 | -6 | 16 | 1.5 | 0 | 6 | 8
Cc1nnc(NC(=O)c2cc(-c3ccncc3)nc3c(C)cccc23)s1 | 26 | 12 | 0 | -3 | 17 | 0.1 | -2 | 16 | 10
CC(=O)N1CCc2cc(S(=O)(=O)NC(CC(C)C)C(=O)Nc3cc(C)ccn3)ccc21 (stereo not drawn) | 2 | -3 | 0 | 22 | -5 | -0.6 | 1 | 7 | 12
Cc1ccccc1OCC(=O)Nc1nnc(C2CCCCC2)s1 | 25 | 2 | 2 | 2 | 8 | 0.4 | -2 | 15 | 21
CCNC(=O)COc1cc(C)c(Cl)c(C)c1 | -20 | -8 | -2 | 4 | 14 | -0.9 | 1 | 6 | -38
O=C(NCC(=O)N(c1cccc(F)c1)C(C(=O)NC1CCCC1)c1ccncc1)c1ccco1 (stereo not drawn) | 14 | -3 | 1 | -1 | 6 | -1.8 | -3 | 16 | -21
O=C(CSc1nc2[nH]ncc2c(=O)n1-c1ccccc1Br)NCc1ccccc1Cl | 16 | 1 | -6 | -19 | 20 | -2.6 | 2 | 5 | 5
CC1=C(C)CS(=O)N(S(=O)(=O)c2ccc(Cl)cc2)C1 (stereo not drawn) | 21 | 6 | 0 | 4 | -16 | 3.1 | 2 | 38 | 11
CC1Cc2cc(S(=O)(=O)N3CCN(c4ccc(Cl)cc4)CC3)ccc2N1C(=O)C1CC1 (stereo not drawn) | 6 | 1 | -2 | 16 | 5 | 16 | 0 | 8 | 15
CC(C)c1ccc(NC(=O)CSc2nc3ccsc3c(=O)n2Cc2ccc(C(=O)O)cc2)cc1 | -15 | -3 | -6 | 24 | 1 | 1.3 | -24 | -3 | 7
CN(Cc1ccc(F)cc1)C(=O)COc1ccc2ccccc2c1 | 13 | -3 | 10 | 7 | 28 | -1.0 | -1 | -8 | -22
COc1ccc(NC(=O)Nc2ccccc2F)c(C)c1 | 6 | 0 | 0 | -28 | 17 | 1.3 | -2 | 4 | -11
O=C(c1cc(COc2ccc(F)cc2Cl)on1)N1CCC(OCc2cccnc2)CC1 | 3 | 5 | -1 | 19 | -6 | -1.8 | 0 | 53* | 52*
COC(=O)c1ccccc1NC(=O)C1CCCN(S(=O)(=O)c2ccc(OC)cc2)C1 (stereo not drawn) | 40 | 3 | -1 | 22 | 64* | 2.9 | 0 | 26 | -16
Cc1ccc(C)c(NC(=O)CCn2cnnn2)c1 | 8 | -3 | -2 | 14 | 14 | -3.2 | 0 | 16 | -2
O=C(NCCCCc1ccccc1)C12CN(Cc3ccccc3)CC1C(c1ccc([N+](=O)[O-])cc1)=NO2 (stereo not drawn) | 13 | -2 | -2 | 20 | 20 | -2.6 | 0 | 15 | 10
COc1ccccc1N(C)S(=O)(=O)c1ccc(C(=O)OCC(=O)Nc2cc(C)on2)cc1 | -2 | -3 | 8 | -21 | 14 | -0.3 | -2 | -8 | 3
O=C(COc1ccc2ccccc2c1)NCCn1ccc2ccccc21 | 44 | -4 | 2 | -7 | 12 | 0.3 | -4 | 14 | 6
Cn1nnc(NC(=O)CSc2ncn[nH]2)n1 | -1 | -4 | -4 | 10 | -6 | -1.4 | -1 | 16 | -22
CCOC(=O)C1=C(COC(=O)C2CC(=O)N(c3ccc(C)cc3)C2)NC(=O)NC1C (stereo not drawn) | 9 | 3 | -1 | -1 | 12 | 0.6 | 0 | 4 | -2
O=C(c1ccccn1)C1CCCN(Cc2nc(Cc3cccc(F)c3)no2)C1 (stereo not drawn) | 27 | -4 | -1 | -1 | 4 | -0.7 | 1 | 30 | 2
COC(=O)c1[nH]c2ccccc2c1NS(=O)(=O)c1ccc(F)c(C)c1 | 29 | -2 | -3 | 11 | -3 | 0.3 | 0 | 22 | 23
COCCn1c(SCC(=O)Nc2ccc(NC(=O)c3ccco3)c(OC)c2)nc2ccccc2c1=O | -22 | -2 | 3 | 13 | 15 | -0.7 | -1 | -9 | -7
CN1C(=O)CC(N2CCN(C(=O)c3ccccc3)CC2)C1=O (stereo not drawn) | 12 | 3 | -1 | 11 | -3 | 0.4 | -1 | -9 | 2
Cc1cc2c(cc1S(=O)(=O)NCC(C)c1ccccc1)n(C)c(=O)c(=O)n2C (stereo not drawn) | 0 | -2 | -2 | 13 | 13 | -0.3 | 1 | -14 | 1
Cc1ccc(NC(=O)C2CCCN(S(=O)(=O)c3ccc4[nH]c(=O)ccc4c3)C2)cc1C (stereo not drawn) | -10 | -2 | 0 | 17 | -2 | 1.2 | -2 | -4 | 3
COC(=O)c1ccccc1NC(=O)CSc1nnc(-c2cccnc2)n1N | 24 | 0 | -2 | 7 | 15 | 1.0 | 0 | 12 | -7
COc1cccc(CNC(=O)Cn2c(=O)oc3cc(S(=O)(=O)N4CCCCC4)ccc32)c1 | 10 | -2 | -6 | 6 | 10 | -3.1 | 1 | -13 | 5
Cc1ccc(C(=O)CCC2CCCC2=O)cc1 (stereo not drawn) | 1 | -3 | -3 | -23 | 9 | 5.9 | 2 | 5 | -1
O=C(Nc1ccc(F)cc1)c1ccc(COc2ccccc2)cc1 | -2 | -2 | 1 | 7 | 15 | 2.4 | -14 | 13 | -5
COc1ccc(O)c(C(=O)c2cnc3onc(C)c3c2)c1 | -9 | 0 | 4 | 30 | 7 | 0.9 | 1 | -3 | 11
O=C(CCSCc1cccc(Cl)c1)NCCC1=CCCCC1 | 35 | 0 | 0 | 2 | 13 | 1.4 | -8 | 25 | 30
CN(C)C(=O)CSc1nc(SCC(=O)N(C)C)n(-c2ccccc2)n1 | 27 | 0 | 0 | 0 | -9 | 0.0 | 1 | 7 | 15
CC1CCCC(C)N1C(=O)COC(=O)COc1ccccc1C#N (stereo not drawn) | 16 | -3 | -4 | -1 | 13 | -1.4 | 1 | 4 | 8
COc1ccc(C2/C=C\CN(Cc3ccncc3)CC(=O)N2Cc2ccc(F)cc2)cc1 (stereo not drawn) | 11 | 1 | 1 | -26 | -4 | 0.9 | -2 | 30 | 13
CCOC(=O)c1ccc(NC(=O)c2ccc(NS(C)(=O)=O)cc2)cc1 | -2 | -5 | 2 | 10 | 12 | -1.4 | 16* | 2 | -7
CCCC(CCC)c1nc2ccncc2[nH]1 | 6 | -2 | 4 | -17 | -10 | -1.8 | -2 | 5 | 14
C/C(=N\Nc1nc(N2CCCCC2)nc(N2CCOCC2)n1)c1cccs1 | 11 | 0 | -2 | 15 | 12 | -0.7 | -1 | 7 | 5
Fc1ccc2c(c1)C(c1ccc(N3CCOCC3)cc1)=NNC(c1cccs1)=N2 | 37 | -2 | 0 | 19 | 35 | -0.5 | -12 | 42* | 55*
CCNC(=S)N1CCN(CCN=CC2=C(O)CC(c3ccco3)CC2=O)CC1 (stereo not drawn) | 2 | -2 | -1 | 3 | 27 | -1.3 | 0 | 1 | 2
Cc1cc(C)cc(CC2CC(=O)N(c3cc(C)on3)C2=O)c1 (stereo not drawn) | 13 | -3 | -1 | 4 | 4 | -1.2 | 1 | 23 | -9
CC1NC(=O)NC1CCCCCC(=O)Nc1ccc(F)c(Cl)c1 (stereo not drawn) | 18 | 0 | 2 | 2 | 6 | -0.9 | 0 | 3 | -1
CCN(CC(=O)Nc1c(F)cccc1F)C(=O)Cc1ccc2c(c1)OCCO2 | 11 | -4 | 0 | 14 | 8 | 0.6 | -1 | -6 | 0

From PubChem
